# Screening data: PubChem, National Center for Advancing Translational Sciences (NCATS)
# D1 antag = human D1 dopamine receptor antagonism | P21728 | HEK293 TREx D1 cells, calcium flux, dopamine EC80; active compounds read low | activity change, negative = inhibition, % at 10 µM | actives 3.2% (n = 360,000) | AID 504652; in the data active means activity change below about -30%; further: on the % scale 0 is the no-effect control and ±100 the full control effect
# Target sequence (P21728 whole entry, looked up): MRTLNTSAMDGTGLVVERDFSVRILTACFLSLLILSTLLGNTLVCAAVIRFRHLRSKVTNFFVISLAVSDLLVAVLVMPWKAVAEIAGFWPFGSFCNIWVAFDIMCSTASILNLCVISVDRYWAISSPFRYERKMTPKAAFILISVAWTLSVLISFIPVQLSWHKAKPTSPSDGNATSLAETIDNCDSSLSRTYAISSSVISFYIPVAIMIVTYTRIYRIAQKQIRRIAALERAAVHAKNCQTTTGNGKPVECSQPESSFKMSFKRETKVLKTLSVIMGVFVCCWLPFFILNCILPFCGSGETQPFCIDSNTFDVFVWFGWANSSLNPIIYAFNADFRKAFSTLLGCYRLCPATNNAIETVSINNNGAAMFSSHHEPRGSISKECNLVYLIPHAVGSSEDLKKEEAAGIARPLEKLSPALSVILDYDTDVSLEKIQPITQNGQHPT
#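 Calcium flux readout: force-coupled, inducible Hek293 Trex D1 line, cells induced overnight at 30 C with tetracycline, dye-loaded 30–90 min at RT. Antagonism scored against EC80 dopamine challenge given 180 s after compound.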
# TRHR PAM = allosteric enhancers of human TRH receptor. TRHR cells, fluo-8 calcium fluorescence, EC20 TRH enhancement. actives 0.66% (n = 360,000). P34981. enhancement, % at 2 µM; in the data active means enhancement above about 30%; further: 0% is about no effect
# Target sequence (P34981 whole entry, looked up): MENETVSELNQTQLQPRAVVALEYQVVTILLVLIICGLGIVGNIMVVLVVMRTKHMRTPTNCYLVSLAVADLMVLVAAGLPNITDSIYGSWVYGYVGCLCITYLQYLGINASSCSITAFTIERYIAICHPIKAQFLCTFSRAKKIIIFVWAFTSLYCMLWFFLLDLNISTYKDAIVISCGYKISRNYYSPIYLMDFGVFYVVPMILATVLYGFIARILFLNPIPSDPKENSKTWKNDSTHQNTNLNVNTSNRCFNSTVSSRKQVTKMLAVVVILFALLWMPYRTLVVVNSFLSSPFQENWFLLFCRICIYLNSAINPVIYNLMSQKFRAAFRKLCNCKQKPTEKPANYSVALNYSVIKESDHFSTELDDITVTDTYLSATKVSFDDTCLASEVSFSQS
#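 TRHR-expressing cells loaded with fluo-8 calcium dye were read kinetically (ex 480/em 530) during compound addition, then stimulated with an EC20 of TRH (10 nM final). Enhancement of the Gq-mediated intracellular calcium response was scored.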
# D2 potentiator = D2 dopamine receptor (human) potentiation | P14416 | potentiation, % at 10 µM | actives 0.34% (n = 340,000) | HEK293 T-REx D2, calcium flux, EC20 dopamine potentiation;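 active means potentiation over 3 SD above the plate norm, cut at about 30% in these data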; further: 0% is about no effect
#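 Potentiation of an EC20 dopamine calcium response measured kinetically over 180 s, after a preceding 180 s compound-only read flagging agonists. Cells: inducible Hek293 Trex D2 line, 4000/well, cultured overnight at 30 C before dye loading.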
# D1 PAM = potentiators of human D1 dopamine receptor; actives 0.036% (n = 360,000); HEK293 TREx D1 cells, calcium flux, dopamine EC20 potentiation; P21728; potentiation, % at 10 µM; in the data active means potentiation above about 30%; further: 0% is about no effect
# D1 agonist = human D1 receptor agonism | P21728 | actives 1% (n = 360,000) | HEK293 T-REx D1 cells, calcium flux, agonist mode | activation, % at 2 µM; further: 0% is about no effect
#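 Inducible HEK293 T-REx D1 cells, force-coupled to calcium signalling, were plated at 4000 cells/well with tetracycline and held overnight at 30 C. After no-wash calcium dye loading, compound-evoked calcium rise over 180 s flagged agonists.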
# D2 agonist = D2 dopamine receptor (human) agonism; P14416; HEK293 T-REx D2 cells, calcium flux agonist mode; activation, % at 2 µM; actives 0.53% (n = 340,000); AID 485358;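 active means activation over 3 SD above normal in the single-dose calcium agonist read, cut at about 30% in these data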; further: 0% is about no effect
#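 Tetracycline-induced HEK293 T-REx cells with force-coupled D2 receptor, plated overnight at 30 C, loaded with no-wash calcium dye. After a 10 s baseline, compound was pin-added and calcium flux read kinetically for 180 s; calcium rises flagged agonists.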
# D2 antagonist = antagonizes the human D2 dopamine receptor; HEK293 TREx D2 cells, calcium flux, dopamine EC80; inhibition, % at 10 µM; actives 2% (n = 340,000); in the data active means inhibition above about 30%; further: 0% is about no effect
#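 HEK293 T-REx D2 cells, tet-induced, calcium dye no-wash. Cpd pintool add, 180 s kinetic, then EC80 DA, 180 s kinetic. Ca flux read.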
# TRHR agonist = activates the human TRH receptor. AID 493084. actives 0.18% (n = 360,000). activation, % at 2 µM. TRHR cells, calcium flux fluo-8, FDSS agonist mode; further: 0% is about no effect
#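 Agonist-mode FDSS calcium read (Ex 480/Em 530, 1 s cycles) in 1536-well TRHR cells with fluo-8 dye, after 10-cycle baseline and 23 nL compound addition; TRH at EC20 (10 nM final) added afterwards for the enhancer phase.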
# RXFP1 antag = RXFP1 (human) relaxin receptor antagonism; Q9HBX9; HEK293-RXFP1, relaxin-stimulated cAMP HTRF, 30 min; active compounds read low; activity change, negative = inhibition, % at 57.5 µM; actives 0.59% (n = 350,000); AID 1259400;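 active means activity change of -60% or lower, but not beyond a set lower limit; inconclusive means change between -60% and -40%, or beyond the set limit; inactive means change above -40%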; further: on the % scale 0 is the no-effect control and ±100 the full control effect
# Numbers without * were called inactive; ? = inconclusive; · = no result given; & = joins results of further samples. Unless noted, no stated cut-off is given here; in the data, active means activation above about 30%; inactive means the rest.
structure,D1 antag,TRHR PAM,D2 potentiator,D1 PAM,D1 agonist,D2 agonist,D2 antagonist,TRHR agonist,RXFP1 antag
COC(=O)c1ccc(CNS(=O)(=O)c2ccc3ccccc3c2)cc1,-2,-4,1,0,-1,0.4,-22,-0.6,2
Cc1cc(C)n(-c2nc3c(c(=O)n(C)c(=O)n3C)n2CCO)n1,17,-3,-3,0,5,-0.5,-5,0.2,-21
Cc1ccc(-c2c(C)n3c4c(=O)n(C)c(=O)n(C)c4nc3n2CCCO)cc1,3,-1,11,-3,-1,0.1,·,-1.7,·
CCN(CC)C(=O)CSc1cn(CC(=O)N2CCCCCC2)c2ccccc12,-17,-13,1,-4,2,0.8,·,-0.7,-19
Cn1c(CSCc2ccc(Cl)c(Cl)c2)nnc1SCC(=O)Nc1nccs1,-26,-6,11,-2,7,0.2,-11,0.0,10
O=C(CSc1n[nH]c(=O)n1Cc1ccco1)Nc1ccccc1,9,2,-7,4,1,-0.6,-8,0.5,2
Cc1ccc(CN2CCSc3ccc(C(=O)N4CCOCC4)cc32)cc1,-14,-6,-3,-2,2,-0.4,5,-0.1,-28
CC(NC(=O)c1ccncc1)C(C)(C)C (stereo not drawn),3,4,17,-3,3,0.3,12,-0.7,4
Cc1ccc(NC(=S)N2CCOCC2)c(C)c1,5,3,3,-2,1,0.9,7,1.4,2
CC(=O)c1cc2c(C)cc(=O)oc2cc1O,2,-1,·,-2,2,·,·,0.1,-6
CC(C)(C)NC(=O)NC(=O)CN1CCN(S(=O)(=O)/C=C/c2ccccc2)CC1,2,2,-3,-7,0,-0.7,-14,-0.6,-1
COc1ccc(NC(=O)C2CCCN2S(=O)(=O)c2cccc3cccnc23)cc1OC (stereo not drawn),-2&-2,23&-1,16&-4,10&-3,1&3,0.9&-0.6,7,-0.4&0.0,5&-7
Cc1cccc(Nc2n[nH]c(C)c2[N+](=O)[O-])c1,-37*,-7,10,-7,20,-1.1,17,-0.3,15
Cc1ccc(-n2ncc(C(=O)NCCN3CCOCC3)c2C2CCN(C(=O)OC(C)(C)C)CC2)c(C)c1,12,5,-4,2,1,0.5,·,0.7,-5
COC(=O)c1ccc(NC(=O)C(c2ccccc2)N2Cc3ccccc3C2=O)cc1 (stereo not drawn),2,4,0,3,3,1.9,·,2.0,-3
O=S(=O)(c1ccccc1)c1nc(-c2cccs2)oc1NCC1CCCO1 (stereo not drawn),18,-1,1,3,1,1.1,7,-0.2,0
COc1ccc(NC(=O)C2CCCN2S(=O)(=O)c2ccc3c(c2)CCC(=O)N3)cc1Cl (stereo not drawn),-11,-3,4,0,2,0.0,18,-0.4,-6
NS(=O)(=O)c1ccc(CNC(=O)CCS(=O)(=O)Cc2ccccc2)cc1,-1,3,1,0,2,0.9,-4,0.6,-11
Cc1ccc(S(=O)(=O)NC(CC(C)C)C(=O)N2CCOCCOCCOCC2)cc1 (stereo not drawn),7,-1,6,1,1,1.5,-18,-0.6,12
c1ccn(-c2ncnc3sc4c(c23)CCCC4)c1,-5,-4,-9,-7,0,-2.0,-18,-0.2,-12
CC1(C)CC(=O)C2=C(C1)OC1=C(C2)C(=O)CC(C)(C)C1,5,6,·,-5,2,·,·,-0.3,-2
O=C(COC(=O)CCNS(=O)(=O)c1ccccc1F)Nc1nnc(-c2ccccc2)o1,-15,16,-8,-3,6,-0.8,32*,0.0,-7
CC(Oc1ccc2c3c(c(=O)oc2c1)CCCC3)C(=O)NCCCn1ccnc1 (stereo not drawn),-12,1,·,2,2,·,·,0.0,9
O=c1cc(N2CCCCC2)c(-c2ccccc2)nn1Cc1ccc(F)cc1,-12,-3,-1,-4,4,-0.4,7,0.7,6
Cc1ccc(NS(=O)(=O)c2c(C(=O)N3CCOCC3)c(C)n(C)c2C)cc1C,3,0,14,-7,4,-1.5,10,-0.3,28

# Record cards, as listed above. Values in the order: D1 antag | TRHR PAM | D2 potentiator | D1 PAM | D1 agonist | D2 agonist | D2 antagonist | TRHR agonist | RXFP1 antag
# Record of `O=C(CSc1n[nH]c(=O)n1Cc1ccco1)Nc1ccccc1` = 9 | 2 | -7 | 4 | 1 | -0.6 | -8 | 0.5 | 2
# Record of `CC(NC(=O)c1ccncc1)C(C)(C)C` (stereo not drawn) = 3 | 4 | 17 | -3 | 3 | 0.3 | 12 | -0.7 | 4
# Record of `CC(C)(C)NC(=O)NC(=O)CN1CCN(S(=O)(=O)/C=C/c2ccccc2)CC1` = 2 | 2 | -3 | -7 | 0 | -0.7 | -14 | -0.6 | -1

# The listing picks up, repeating the three entries before the break.
structure,D1 antag,TRHR PAM,D2 potentiator,D1 PAM,D1 agonist,D2 agonist,D2 antagonist,TRHR agonist,RXFP1 antag
CC(Oc1ccc2c3c(c(=O)oc2c1)CCCC3)C(=O)NCCCn1ccnc1 (stereo not drawn),-12,1,·,2,2,·,·,0.0,9
O=c1cc(N2CCCCC2)c(-c2ccccc2)nn1Cc1ccc(F)cc1,-12,-3,-1,-4,4,-0.4,7,0.7,6
Cc1ccc(NS(=O)(=O)c2c(C(=O)N3CCOCC3)c(C)n(C)c2C)cc1C,3,0,14,-7,4,-1.5,10,-0.3,28
COc1ccc(-c2onc(C)c2-c2ccccc2)c(O)c1,-17,-7,20,-2,2,-0.4,-19,-0.1,13
O=C(/C=C/c1ccc(Br)o1)NCCCN1CCOCC1,24,2,-8,4,4,-0.7,6,0.0,11
CC(=O)/C(=N/Nc1ccccc1Cl)Sc1nnc(C(O)c2ccccc2)n1-c1ccccc1 (stereo not drawn),0,1,20,1,-2,2.7,-1,0.0,·
CC(C)CC(NC(=O)C1CCCCC1)C(=O)NC(C)c1ccccc1 (stereo not drawn),0,12,·,-11,1,·,·,-0.4,-3
CCOc1ncccc1C(=O)OCc1c(F)cccc1Cl,-26,1,8,-2,1,0.7,-16,4.0,-16
O=C(NC1CC2CCCC(C1)N2C(=S)Nc1ccccc1Cl)C1CC1 (stereo not drawn),1,3,12,-4,4,0.1,-10,0.3,0
COc1nc(NCc2cccnc2)nc(OC)n1,3,21,10,-1,1,1.8,-1,0.0,8
COc1ccc(NC(=O)c2ccc(OCc3c(C)noc3C)c(OC)c2)cn1,6,-2,-6,-5,-1,0.2,9,-1.0,3
CCOc1ccc(NC(=O)NN2C(C)CCCC2C)cc1 (stereo not drawn),-4,-3,·,4,5,·,·,-0.9,-6
Cc1cc(C(=O)NNC(=S)Nc2cccc(C(F)(F)F)c2)nn1C,4,-2,5,-1,2,0.5,-5,0.3,8
O=C(c1ccccc1)N1N=C(c2ccccc2)CC1c1ccccc1[N+](=O)[O-] (stereo not drawn),3,-4,5,-2,0,0.2,0,-0.4,14
C=CCN1C(=O)c2ccc(C(=O)N(CC)CC(=O)Nc3ccc(OC)cc3)cc2C1=O,-22,3,-6,0,1,0.0,3,-0.3,-18
Cc1ccc(OCCn2c(CCNC(=O)C3CCCCC3)nc3ccccc32)cc1,-5,-7,-17,0,14,0.5,·,-1.0,·
O=C(NCc1ccc(Cl)cc1)c1ccc2c(c1)N(Cc1ccccc1F)C(=O)c1ccccc1S2=O (stereo not drawn),-5,1,-16,-6,9,21,·,1.4,·
COc1c(Cl)ccc(Cl)c1C(=O)NC(=S)N1CCOCC1,-4,-2,-2,-2,0,-0.1,-7,0.5,-19
Cc1ccc(S(=O)(=O)N/N=C/c2ccc(O)c(O)c2)cc1[N+](=O)[O-],23,2,-11,8,4,0.7,-10,0.0,4
COc1cccc(N2C(=O)C3CCCN3C2c2ccc(N(C)C)cc2)c1 (stereo not drawn),1,-5,-14,-3,1,0.5,2,-0.3,-7
CC(=O)Nc1ccc(NC(=O)C(C)OC(=O)CCC(=O)c2ccc(F)cc2)cc1 (stereo not drawn),0,2,-2,0,0,0.3,-6,0.2,-11
CCOCCCNC(=O)C(c1ccccc1)N(Cc1ccc2c(c1)OCO2)C(=O)c1ccccc1O (stereo not drawn),9,0,-14,0,-1,·,·,-0.5,-9
C/C=C\C=C/C(=O)Nc1cccc(C2=NOC3(C2)C[C@@H](C(N)=O)N(C(=O)/C=C/C=C\C)C3)c1 (stereo partly drawn),-16,-5,-2,1,7,-0.9,-8,-1.2,·
Cc1ccc(-c2nn(-c3ccccc3)cc2C(=O)N2CCOCC2)cc1,12,4,-8,-4,0,0.2,-6,0.3,2
O=C(OCC(O)COc1ccccc1)c1ccc([N+](=O)[O-])cc1 (stereo not drawn),-19,0,0,0,5,-0.8,8,-0.5,3
O=C(c1ccco1)N1CCN=C1SCc1ccc(F)cc1,6,-2,11,-5,-1,1.0,5,-0.3,·
O=C(NC(NCCCN1CCOCC1)(C(F)(F)F)C(F)(F)F)C1CCCCC1,-13,5,0,-2,3,0.1,3,0.2,6
CCc1cc(OCCN(C)C)ccc1Cl,-6,1,-20,-1,3,0.7,16,0.9,-6
O=C(CSc1nc(O)cc(=O)[nH]1)C1CC1,-9,9,12,-3,10,0.6,9,-2.0,3
Cc1[nH]c(C)c(S(=O)(=O)Nc2cccc(Cl)c2C)c1C(=O)N1CCCC1,4,3,-6,-9,-1,1.0,-1,-0.3,9
COc1ccc(-c2[nH]c(-c3ccc(F)cc3)nc2SCC(=O)NCc2ccco2)cc1OC,-20,-6,-21,-4,0,·,·,-1.0,12
CCc1nc(SCC(=O)O)c(C#N)cc1C,5,7,8,-4,4,-0.5,-15,0.2,5
COc1ccc(CCNC(=O)COC(=O)c2ccc(Br)o2)cc1,1,5,-7,-2,0,0.3,11,-1.2,-10
Cc1ccc(C(=O)N2c3nc(-c4ccco4)nn3C3(CCCCC3)[C@@H]3CCCC[C@@H]32)cc1,12,0,-5,1,-1,0.8,·,-1.2,?
COc1cc(C)ccc1OCc1cc(C(=O)N2CCN(C3CCCCC3)CC2)no1,-13,2,-7,16,1,0.4,-10,-0.1,1
Cc1ccc(Cl)cc1N1CCN(C(=O)Cn2nc(C)c3sc4ccccc4c3c2=O)CC1,-6,-2,12,-2,1,0.4,·,0.0,1
CCCCN1CC(=O)N2[C@H]3c4cc(OC)ccc4OC[C@@H]3[C@H](C(=O)OCC)[C@]2(C)C1=O,·,-1,-6,-4,1,0.5,2,-0.7,·
Cc1ccc(C(C)NC(=O)c2cc3cc(Br)ccc3oc2=N)cc1 (stereo not drawn),0,-2,6,2,2,0.4,-5,0.8,-6
CCOc1ccccc1OCC(=O)NCCc1ccc(S(N)(=O)=O)cc1,-10,1,14,-7,2,3.5,-9,-0.5,9
O=C(NNS(=O)(=O)c1ccccc1[N+](=O)[O-])c1cccc([N+](=O)[O-])c1,4,-2,10,-4,4,-1.1,1,0.2,·
Cc1cc(NC(=O)c2cc3ccccc3o2)cc(C)c1OCC(=O)N1CCOCC1,-1,-1,-3,-2,3,0.3,-11,0.3,1
